DT40 TDP1 no CPT = qHTS for Inhibitors of human tyrosyl-DNA phosphodiesterase 1 (TDP1): qHTS in cells in absence of CPT. DT40 Tdp1-/- hTDP1 cells, no CPT, ATP luminescence, 48 h. Potency, µM (titrated, usually from 46.2 µM), inactives show top-dose activity change, negative = growth inhibition, usual class: inhibitors. 420,000 tested, 15% active; also: nearly all actives have a fitted effect of over 55% in size
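Chicken DT40 Tdp1-/- cells complemented with human TDP1, screened without camptothecin (DMSO vehicle only), 400 cells/well. Compounds pin-transferred, cells incubated at 37 °C for at least 48 hr. Growth read as ATP-dependent luminescence (CellTiter-Glo, 30 min at RT).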
TDP1 inh = blocks human tyrosyl-DNA phosphodiesterase 1; Q9NUW8; recombinant TDP1, AlphaScreen DNA substrate cleavage; Potency, µM (series often up to 130 µM), without a hit: at the highest dose activity change, negative = inhibition, usual class: inhibitors; 350,000 tested, 0.28% active; also: nearly all actives have a fitted effect of over 40% in size
Target sequence (Q9NUW8 whole entry, looked up): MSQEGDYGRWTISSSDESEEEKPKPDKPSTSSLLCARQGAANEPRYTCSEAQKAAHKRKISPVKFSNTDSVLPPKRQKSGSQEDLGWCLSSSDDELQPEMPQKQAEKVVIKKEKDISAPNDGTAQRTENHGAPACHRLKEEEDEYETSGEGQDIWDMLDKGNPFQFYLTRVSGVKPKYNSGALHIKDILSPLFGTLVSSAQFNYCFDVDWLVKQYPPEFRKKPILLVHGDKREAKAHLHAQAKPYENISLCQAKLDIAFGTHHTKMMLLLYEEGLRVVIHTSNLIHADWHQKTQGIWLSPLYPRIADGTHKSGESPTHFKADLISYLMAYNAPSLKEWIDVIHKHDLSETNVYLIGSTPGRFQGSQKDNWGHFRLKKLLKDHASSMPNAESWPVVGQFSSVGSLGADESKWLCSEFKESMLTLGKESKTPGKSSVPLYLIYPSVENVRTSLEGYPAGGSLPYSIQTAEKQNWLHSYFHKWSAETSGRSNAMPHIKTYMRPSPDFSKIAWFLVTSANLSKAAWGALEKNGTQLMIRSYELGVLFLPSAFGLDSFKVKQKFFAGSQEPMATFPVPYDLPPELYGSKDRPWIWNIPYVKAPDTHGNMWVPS
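E. coli-derived human Tdp1, 1 nM final. Cpd preinc 15 min RT; substrate 15 nM final, 5 min RT; AS bead mix 10 ug/ml final, 10 min RT. Signal loss = tyrosine-FITC cleavage. No-enzyme wells = max signal.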
DT40 TDP1 CPT = growth inhibition of DT40 Tdp1-/-;hTDP1 cells with camptothecin (screen for TDP1 inhibitors); Potency, µM (top dose mostly 46.2 µM), without a hit: top-dose activity change, negative = growth inhibition, usual class: inhibitors; chicken DT40 Tdp1-/-;hTDP1 cells + 20 nM CPT, ATP luminescence, 48 h; 420,000 tested, 12% active; also: nearly all actives have a fitted effect of over 55% in size
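Chicken DT40 Tdp1-/- cells stably complemented with human TDP1 were seeded at 400 cells/well in medium containing 20 nM camptothecin, exposed to pin-transferred compounds, and grown at 37 °C for at least 48 hr. Viability was read as ATP luminescence.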
An asterisk follows results filed as active; ? = inconclusive; . = no result given; & = joins results of further samples; [ ] = dose if it differs, or a comment. Calls follow the shape of the dose curve; as a rule, active = well fitted curve in the direction sought with a large enough effect; inconclusive = small, poorly fitted or top-dose-only effect, or another doubt; inactive = no such curve, though single readings can be large; an effect the other way counts as inactive or inconclusive. % is scaled to controls: 0 for no effect and ±100 for the full control effect; potency is read from the fitted curve at half-maximal effect.

SMILES	DT40 TDP1 no CPT	TDP1 inh	DT40 TDP1 CPT
CC(=O)Nc1ccc(NC(=O)C2(c3cccs3)CCOCC2)cc1	-17%	14%	-7%
CN(Cc1ccc2c(c1)OCCO2)C(=O)CN1C(=O)NC2(CCCCC2)C1=O	0%	1%	-12%
O=C(O)CSc1c2c(nc3cc(C(=O)N4CCCC4)ccc13)CCCC2	-3%	-4%	7%
COc1cc(CC(=O)OCC(=O)Nc2sccc2C(N)=O)cc(OC)c1OC	16µM*	5%	29µM*
CCCN1CCC(NCc2cn(C)nc2-c2ccc(Oc3ccccc3)cc2)CC1	4.6µM*	1%	5.2µM*
O=[N+]([O-])c1ccccc1S(=O)(=O)Nc1ccc(-c2ccc3nncn3n2)cc1	?	-13%	-7%
CC1CCN(C(=O)Cn2c(=O)c3cccn3c3ccccc32)CC1	-7%	3%	-9%
COC(=O)c1ccc(NC(=O)CSc2n[nH]c(-c3ccccc3)n2)cc1	?	8%	?
Cc1ccc(C(=O)N2CCCC(C(F)(F)F)C2)cc1S(=O)(=O)N1CCOCC1 (centres undefined)	-20%	0%	-2%
O=Cc1ccc(OCc2ccc3ccccc3c2)cc1	-25%	.	-28%
Cc1ccccc1-c1nc(CN(Cc2c(C)nn(C)c2C)C2CC2)c(C)o1	23µM*	-2%	?
COc1ccccc1N1C(=O)C2CC(C)=C(C)CC2C1=O (centres undefined)	-21%	4%	-18%
O=C(CCSc1nnc2scc(-c3ccccc3)n12)Nc1nc(-c2ccccc2)ns1	?	-4%	?
CC(=O)c1cc2c(cc1NC(=O)CN1CCCCCC1)OCO2	?	-8%	-29%
C#CCOCCOCCOCCNc1nc(N2CCOCC2)nc(N2CCN(C(=O)[C@H](C)n3cc(CCCN=C(N)N)nn3)CC2)n1	-2%	-1%	-4%
COc1ccc(C2CC(c3ccc(Cl)cc3Cl)Nc3nc(N)nn32)cc1 (centres undefined)	?	9%	-30%
O=C(NCC(=O)N(CC1CCCO1)C(C(=O)NC1CCCC1)c1cccnc1)c1ccco1 (centres undefined)	-1%	-2%	0%
O=C(O)CCCc1nc(-c2ccccc2)no1	-18%	2%	3%
COc1ccc(CCN(C)C(=O)c2cc(-c3ccc(C)cc3)nc3ccccc23)cc1OC	?	.	?
Cc1c(Cl)cccc1S(=O)(=O)Nc1ccnn1C	-6%	4%	-1%
COc1cccc(N(C(=O)c2snc(C(N)=O)c2N)C(C(=O)NCC2CCCO2)c2c[nH]c3ccccc23)c1 (centres undefined)	?	.	?
COCCCNC(=O)CN1C(=O)c2cccnc2Sc2ccccc21	-9%	-1%	-7%
Cc1ccc(-c2nc3cccnc3s2)cc1NS(C)(=O)=O	21µM*	.	?
O=C(NCCCN1CCCC1=O)[C@H](CSCc1ccccc1)N1Cc2ccccc2C1=O	24%	-3%	-9%

Some of these compounds in order of number of heavy atoms, smallest number first:
SMILES	DT40 TDP1 no CPT	TDP1 inh	DT40 TDP1 CPT
O=C(O)CCCc1nc(-c2ccccc2)no1	-18%	2%	3%
Cc1c(Cl)cccc1S(=O)(=O)Nc1ccnn1C	-6%	4%	-1%
O=Cc1ccc(OCc2ccc3ccccc3c2)cc1	-25%	.	-28%
COc1ccccc1N1C(=O)C2CC(C)=C(C)CC2C1=O (centres undefined)	-21%	4%	-18%
CC(=O)c1cc2c(cc1NC(=O)CN1CCCCCC1)OCO2	?	-8%	-29%
CC1CCN(C(=O)Cn2c(=O)c3cccn3c3ccccc32)CC1	-7%	3%	-9%
COCCCNC(=O)CN1C(=O)c2cccnc2Sc2ccccc21	-9%	-1%	-7%
COc1ccc(C2CC(c3ccc(Cl)cc3Cl)Nc3nc(N)nn32)cc1 (centres undefined)	?	9%	-30%
Cc1ccccc1-c1nc(CN(Cc2c(C)nn(C)c2C)C2CC2)c(C)o1	23µM*	-2%	?
Cc1ccc(C(=O)N2CCCC(C(F)(F)F)C2)cc1S(=O)(=O)N1CCOCC1 (centres undefined)	-20%	0%	-2%
O=C(CCSc1nnc2scc(-c3ccccc3)n12)Nc1nc(-c2ccccc2)ns1	?	-4%	?
O=C(NCCCN1CCCC1=O)[C@H](CSCc1ccccc1)N1Cc2ccccc2C1=O	24%	-3%	-9%
COc1ccc(CCN(C)C(=O)c2cc(-c3ccc(C)cc3)nc3ccccc23)cc1OC	?	.	?
COc1cccc(N(C(=O)c2snc(C(N)=O)c2N)C(C(=O)NCC2CCCO2)c2c[nH]c3ccccc23)c1 (centres undefined)	?	.	?
C#CCOCCOCCOCCNc1nc(N2CCOCC2)nc(N2CCN(C(=O)[C@H](C)n3cc(CCCN=C(N)N)nn3)CC2)n1	-2%	-1%	-4%

Later entries:
SMILES	DT40 TDP1 no CPT	TDP1 inh	DT40 TDP1 CPT
COc1ccccc1-c1cc2nc(C)c(CCC(=O)NCCc3ccc(SC)cc3)c(C)n2n1	21µM*	7%	?
Cc1ccc2c(c1)N(C(=O)CCC(=O)NCCCN1CCN(C)CC1)CC(C)O2 (centres undefined)	12%	.	5%
CCC(C(=O)Nc1nc(C)c(C(=O)OC)s1)c1ccccc1 (centres undefined)	20%	5%	2%
COc1ccc(N2CC(C(=O)Nc3ccncc3)CC2=O)cc1 (centres undefined)	1%	.	3%
COc1cccc(NC(=O)c2ocnc2C)c1	-19%	-1%	15%
N#C/C(C(=O)NCc1ccccc1)=C1/N=C(NC(=O)c2ccco2)c2ccccc21	?	0%	?
Cc1ccc(CSCC(=O)N2CCN(c3ccccc3F)CC2)cc1	?	0%	?
CCOC(=O)C1CCCN(S(=O)(=O)c2ccc3ccccc3c2)C1 (centres undefined)	?	-5%	-28%
O=C(NCCc1ccccn1)c1cc(-c2ccccc2Cl)nc2ccccc12	18µM*	-1%	-30%
O=C1Nc2ccccc2/C1=N\N1CCOCC1	1%	-3%	-3%
O=C(Nc1ccc(F)cc1)C(c1cccc(F)c1)N1CCN(CC(=O)N2CCCC2)CC1 (centres undefined)	-2%	.	10%
CCOC(=O)Nc1nc2ccccc2s1	1%	2%	-2%
CCCCCCCNC(=O)COc1ccc2c(c1)C(=O)CC(C)(C)O2	?	-2%	-18%
CC(=O)c1ccc(NC(=O)c2ccc(-n3cnnn3)cc2)cc1	-15%	-6%	7%
COc1ccc(OCCSc2nnc(CCNC(=O)c3ccc(Cl)c(Cl)c3)n2C)cc1	?	6%	25µM*
Cc1cccc(OCC(=O)NNC(=O)C2CCN(c3ncnc4sc(C)c(C)c34)CC2)c1	?	1%	?
CCC1OC(=O)C(C)[C@@H](O[C@H]2C[C@@](C)(OC)C(O)C(C)O2)C(C)[C@@H](O[C@@H]2OC(C)CC(N(C)C)C2O)[C@@](C)(O)CC(C)C2NC(COCCOC)O[C@H](C2C)[C@@]1(C)O (some centres undefined)	0%	10%[56.1 µM]	0%
O=S(=O)(c1cccc2cccnc12)n1cnc2ccccc21	-27%	5%	-3%
Fc1ccc(CSc2ncnc3nc[nH]c23)cc1	?	8%	?
CCc1nc(SCC(=O)Nc2nnc(CC(C)C)s2)n[nH]1	1%	-5%	9%
CCOC(=O)C1CCN(CC(=O)Nc2c(C(=O)OC)[nH]c3ccc(Cl)cc23)CC1	10µM*	6%	23µM*
COc1ccccc1NS(=O)(=O)c1cc(NC(=O)CNC(=O)c2ccc(C)s2)ccc1Cl	-75%	3%	-76%
O=C(NN1C(=O)NC2(CCCCC2)C1=O)c1cc(F)cc(F)c1	-26%	0%	?
Cc1ccc(CN(C)C(=O)c2cccc(S(=O)(=O)N3CCCC3)c2)cc1	?	0%	?
COc1cc(N)c(Cl)cc1C(=O)OCC(=O)NCc1cccs1	-47%	0%	-21%
Clc1ccc(/C=C/c2nc3ccccc3[nH]2)c(Cl)c1	18µM*	-4%	13µM*
COc1ccc(/C(C)=N/NC(=O)C(NC(=O)c2ccccc2)c2n[nH]c(=O)c3ccccc23)c(OC)c1 (centres undefined)	-6%	-8%	5%
CC(=O)NCCNc1cc(-c2ccccc2CN(C)C)ncn1	-4%	.	1%
O=C(NNc1nc(-c2ccc(F)cc2)cs1)c1ccccc1	4.1µM*	9%	2.6µM*
CCOc1ccc(N(CC(=O)Nc2ccc(F)cc2F)S(=O)(=O)c2c(C)[nH]c(=O)[nH]c2=O)cc1	1%	5%	-3%
COc1ccc(CNC(=O)C2CC(=O)N(C3CCCC3)C2)cc1 (centres undefined)	14%	1%	-23%
CC(=O)Oc1ccc(Nc2ccccc2)cc1	?	2%	18µM*
Cc1cc(Cl)ccc1N(CC(=O)N=Nc1c(O)[nH]c2ccccc12)S(C)(=O)=O	-17%	5%	-18%
CCNc1ncc2nc(CCc3ccccc3)c(=O)n(-c3ccc(OC)cc3)c2n1	-21%	.	10%
O=C(CN(C(=O)CNC(=O)c1ccco1)c1cccc(F)c1)NC1CCCCC1	-8%	.	-9%
Cc1cc(C(=O)NP(=O)(N2CCOCC2)N2CCOCC2)c(C)n1-c1ccc(Br)cc1	-26%	2%	-18%
O=C(CC1C(=O)NCCN1Cc1ccc(Cl)c(F)c1)NCC1CCOCC1 (centres undefined)	-15%	.	-1%
CC(C)CCNC(=O)CCC(=O)NNc1nc2ccccc2c2nc(-c3ccccc3)nn12	21µM*	9%&5%	21µM*
NNC(=O)Nc1cccc(C(F)(F)F)c1	19%	5%	-7%
Cc1ccc(N/C=C2\CCCCC2=O)c(C)c1	-6%	8%	25%
CCCOc1ccc(F)cc1-c1cc(C(=O)Nc2ccc(OC)cc2OC)[nH]n1	18µM*	.	?
COc1ccccc1CNC(=O)CCCCn1c(=O)c2ccccc2n(CC(=O)Nc2cccc(Cl)c2)c1=O	9.2µM*	1%	23µM*
Cn1cc(CNC(=O)C2CCC(=O)N(Cc3cccc(C(F)(F)F)c3)C2)cn1 (centres undefined)	-3%	-3%	6%
Cc1ccc(S(=O)(=O)N2CCCCC2)cc1NC(=O)COC(=O)c1cccc(O)c1	-12%	.	-27%
Cc1c(NC(=O)c2ccc(C(=O)Nc3c(C)n(C)n(-c4ccccc4)c3=O)cc2)c(=O)n(-c2ccccc2)n1C	-2%	.	?
Cn1nc(-c2ccccc2)c(CSc2ccccc2)c1Cl	?	.	?
CCCCc1cc(=O)oc2cc(OCC(=O)Nc3ccccn3)ccc12	?	0%	4%
CC[C@@]12C(=O)N(c3cccc(F)c3)C(=O)N1[C@H](c1ccc(F)cc1)[C@@H]1C(=O)N(C3CCCCC3)C(=O)[C@@H]12	?	.	?
COc1cccc(CNC(=O)Nc2cc(C(=O)NCc3cccc(F)c3)ccc2N2CCCC2)c1	?	-1%	?
COc1ccc(/C=C(\NC(=O)c2ccc([N+](=O)[O-])cc2)C(=O)NCCCN2CCOCC2)cc1	-15%	0%	-4%
CSc1cccc(NS(=O)(=O)c2ccc3c(c2)NC(=O)C(C)C(=O)N3)c1 (centres undefined)	-29%	.	-17%
CCCCc1nc(NCCNC(=O)c2ccccc2)c(C#N)c2c1CSC(C)(C)C2	13µM*	6%	23µM*
O=C(CN1CCCCC1)Nc1ccc(S(=O)(=O)c2ccc(NC(=O)CN3CCCCC3)cc2)cc1	13µM*	.	16µM*
CCCCC(=O)Nc1ccc2nc(SCC(=O)N3CCOCC3)sc2c1	?	4%	?
C[C@H]1CN([C@@H](C)CO)C(=O)CCCn2cc(nn2)CO[C@@H]1CN(C)C(=O)Nc1ccccc1	10%	.	8%
COc1ccc(C(=O)N/C(=C/c2cccnc2)C(=O)Nc2cccc(C(C)=O)c2)cc1OC	-12%	0%	-4%
COc1cc(C2c3cc4c(cc3OC(NCc3ccccc3)C2C)OCO4)cc(OC)c1OC (centres undefined)	1.5µM*	.	1.2µM*
O=C(Nc1ccc(S(=O)(=O)N(Cc2ccccc2)c2ccccc2)cc1)c1ccc(F)cc1	6.5µM*	-3%	23µM*
CN(Cc1ccccc1)C(=O)CSc1nc2ccccc2n1Cc1ccccc1F	6.5µM*	4%	?
CN1[C@@H]2CCC[C@H]1CC(NC(=O)c1nn(C)c3ccccc13)C2 (some centres undefined)	-10%&-17%	.	-7%&-30%
More records.
SMILES	DT40 TDP1 no CPT	TDP1 inh	DT40 TDP1 CPT
Cc1c(Cl)ccc(S(=O)(=O)NCCN2CCOCC2)c1Cl	-28%	.	-13%
COc1cccc(C(C(=O)Nc2ccc(F)cc2)N(C(=O)Cn2nnc3ccccc32)C2CC2)c1 (centres undefined)	?	2%	?
Nc1nc(Cl)cc(Sc2ccc(F)cc2)n1	0%	-3%	1%
N#CC(C(=O)NC1CCCCC1)=C1CCCCCC1	-12%	8%	0%
O=c1cc(O)nc(-c2ccc(Cl)cc2)s1	-16%	-1%	-9%

Shown with values under each structure: part of the list above
Results follow in this order: DT40 TDP1 no CPT | TDP1 inh | DT40 TDP1 CPT
> CCCCC(=O)Nc1ccc2nc(SCC(=O)N3CCOCC3)sc2c1
→ ? | 4% | ?
> C[C@H]1CN([C@@H](C)CO)C(=O)CCCn2cc(nn2)CO[C@@H]1CN(C)C(=O)Nc1ccccc1
→ 10% | . | 8%
